Source: PubChem BioAssay
mcGAS RapidFire = inhibitors of Mus musculus cyclic GMP-AMP synthase, initial high-throughput assay, cell-free, RapidFire MS. Q8C6L5. recombinant mouse cGAS, cGAMP by RapidFire MS. inhibition, % at 12.5 µM. 130,000 compounds, 0.18% hits. AID 1259397, 2018;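 active = inhibition of cGAS enzyme activity at or above 60%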;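 note: enzyme stimulated by 45 bp dsDNA with ATP and GTP substrates; cGAMP share of summed cGAMP plus half ATP and half GTP signals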
Target sequence (Q8C6L5 whole entry, looked up): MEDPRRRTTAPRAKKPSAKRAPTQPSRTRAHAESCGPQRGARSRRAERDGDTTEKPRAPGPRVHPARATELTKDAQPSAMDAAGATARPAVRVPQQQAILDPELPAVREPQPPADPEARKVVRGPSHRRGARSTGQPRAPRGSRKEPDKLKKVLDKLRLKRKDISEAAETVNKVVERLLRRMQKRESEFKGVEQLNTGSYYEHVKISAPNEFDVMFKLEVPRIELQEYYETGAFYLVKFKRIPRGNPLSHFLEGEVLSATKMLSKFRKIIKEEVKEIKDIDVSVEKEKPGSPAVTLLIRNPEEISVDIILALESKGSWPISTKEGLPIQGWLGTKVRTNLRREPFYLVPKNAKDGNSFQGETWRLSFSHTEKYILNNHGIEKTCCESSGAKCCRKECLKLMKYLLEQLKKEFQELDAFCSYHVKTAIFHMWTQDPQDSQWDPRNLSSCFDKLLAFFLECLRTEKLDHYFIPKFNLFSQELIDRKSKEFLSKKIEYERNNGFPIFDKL
Active calls of the source: *; & = joins results of further samples. Only part of the results is shown (hit frequency here may not be typical).

mcGAS RapidFire	canonical_smiles
-7.0	NCc1ccccc1-c1ccc(CN2CCCC2=O)cc1
-6.3	Cc1c(Cl)c(C(F)(F)F)nn1CC(=O)N1CCCCC1
-12.6	C=CCn1c(SCc2cc([N+](=O)[O-])cc3c2OCOC3)nnc1C1CCCCC1
-17.4	Cc1cccc(NC(=O)C2CCN(CCn3nc(C)cc3C)CC2)n1
2.2	CC(=O)c1ccc(NS(=O)(=O)c2ccc3c(c2)C(C)C(=O)N3)cc1 (centres undefined)
-5.8	CCOC(=O)C(NC(=O)Nc1ccccc1F)(OC)C(F)(F)F (centres undefined)
-13.1	COC(=O)Cn1c(Br)nc2c1c(=O)[nH]c(=O)n2C
-3.6	O=c1oc2ccccc2n1CN1CCCC(c2nc3ccccc3s2)C1 (centres undefined)
-24.3	CC(C)c1nc(CN(C)C(=O)c2cnn3ccn(C)c23)cs1
-22.9	Cc1cc(OCC(=O)Nc2cn(C)c(=O)cc2C)ccc1Cl
-10.7	COc1ccc(Br)cc1CN(C)C(C)C(=O)N(C)c1ccccc1 (centres undefined)
-1.9	CC(N)=C(C#N)C(=O)COC(=O)Cn1cc(C(F)(F)F)ccc1=O
-0.7	O=C(NCc1ccc(Br)s1)c1cccc(Nc2ncccn2)c1
-5.2	Cc1ccc2c(c1)c(C(=O)NC1CC(=O)N(Cc3ccc(F)cc3)C1)nn2C (centres undefined)
2.3	Cc1sc(NS(=O)(=O)c2ccccc2)nc1C(=O)NCC(O)c1ccccc1 (centres undefined)
-5.1	Cn1nnc2c(=O)n(Cc3cccc4ccccc34)cnc21
-3.7	CCc1[nH]c(C(=O)Nc2nc3c(s2)CN(C)CC3)c(C)c1C(=O)OC
-0.5	CCOc1ccc(-c2c(=O)n(OCC)c3ccccc3[n+]2[O-])cc1
-3.2	O=C(COc1ccccc1Br)N1CCCCC1
-5.7	CCOc1ncc(C(=O)N2CC(C)C(N(C)C)C2)cc1Cl (centres undefined)
-4.4	CCN(CC1CCN(C(=O)Cc2ccc(F)cc2)CC1)C(=O)OC(C)(C)C
-9.3&2.4	CC(NC(=O)c1ccsc1)c1ccc(S(C)(=O)=O)c(F)c1 (centres undefined)
-14.1	CN(C)Cc1ccc(CNC(=O)c2cc(Cl)sc2Cl)cc1
-16.8	Cc1c(-c2ccc(F)cc2)[nH]c2ccc(CNS(=O)(=O)C3CC3)cc12
0.7	Clc1ccc(Cn2c(CN3CCCC3)nc3ccccc32)cc1

Exported with tabs: entries from further up
canonical_smiles	mcGAS RapidFire
Cc1cccc(NC(=O)C2CCN(CCn3nc(C)cc3C)CC2)n1	-17.4
CC(=O)c1ccc(NS(=O)(=O)c2ccc3c(c2)C(C)C(=O)N3)cc1 (centres undefined)	2.2

(list continues)
mcGAS RapidFire	canonical_smiles
11.7	NS(=O)(=O)c1ccc(CCNC(=O)c2cccc3cccnc23)s1
-9.0&-0.8	CC1CCN(Cc2nnnn2CC(=O)N(C)Cc2cccnc2)CC1
-15.3	O=C(CC(C(=O)O)c1ccccc1)NNC(=O)c1ccc(F)cc1 (centres undefined)
-0.1	O=C(CSc1nnnn1C1CCCC1)c1ccc(CC(=O)N2CCOCC2)s1
-14.0	COc1cc(CNC(=O)c2cccc(Cn3cccn3)c2)ccc1O
2.5	Cn1ccc(NC(=O)CCCN2CCN(c3ccccc3)CC2)n1
-6.1	Cc1cc(Cl)cc(C)c1Oc1ccc(Cl)cc1NC(=O)C(C)S(C)(=O)=O (centres undefined)
-3.4	CN(C)S(=O)(=O)c1ccc(Sc2ccccc2)c(CO)c1
-6.4	O=C(Cn1ccccc1=O)Nc1cccc(Oc2ccccn2)c1
-5.0	Cc1cc(C)c(C=C(C#N)S(=O)(=O)c2cc(Br)ccc2Br)c(C)c1
-9.6	Fc1cccc(-c2nccn2Cc2noc(Cc3ccccc3)n2)c1
-4.8	Cc1ccc(NC(=O)Cn2nc(C)c3cnn(-c4ccc(F)cc4)c3c2=O)c(C)c1
-7.5	Cc1cc(=O)n2nc(CSc3nnc(C)n3C3CC3)sc2n1
-2.4	CC(c1cccnc1)N1CC23C=CC(O2)C(C(=O)N2CCCC4CCCCC42)C3C1=O (centres undefined)
-26.9	Cc1noc(C)c1S(=O)(=O)NCCn1ncc2c(N3CCCC3)ncnc21
-8.1	Cc1cc(C)c(-c2ccc(=O)n(CC(=O)NCc3ccc(F)cc3)n2)cc1C
4.0	CS(=O)(=O)CC1(CNCc2cccnc2)CC1
-4.1	N#CC1CCCc2c1[nH]c1ccc(Br)cc21 (centres undefined)
-2.3	COc1nc2sccn2c1C=NN1CC(=O)NC1=O
-7.4	CN(C)CCOC(=O)c1ccco1
21.6	COc1ccc(NC(=O)NC(c2ccc(C)c(F)c2)C(Cl)(Cl)Cl)cc1 (centres undefined)
-4.4	COc1ccccc1OCC1CN(C(=O)CNC(=O)c2cccc(C(F)(F)F)c2)CCO1 (centres undefined)
-12.6	O=c1cc(CN2CCOC(C(F)(F)F)C2)[nH]c(=O)[nH]1 (centres undefined)
-5.6	O=C(CCN1C(=O)C2CC=CCC2C1=O)Nc1nccs1 (centres undefined)
2.2	Cc1nc2ccc(Cl)cn2c(=O)c1NC(=O)Cc1ccc(-c2ccccc2)cc1
1.7	CCN(CC)C(=O)CN(C)CC(=O)Nc1ccc(Br)cc1Cl
5.3	CCCCn1c(N)c(N(C(=O)CN(C)Cc2ccc(C)cc2C)C2CCCC2)c(=O)[nH]c1=O
-26.4	O=C1c2cc(F)c(F)c(F)c2SC2=NCCN12
-7.8&-1.2	CC(C)C1=NOC(C(=O)N2CCC(CCC(=O)Nc3ccccc3)CC2)C1 (centres undefined)
1.8	CCOC(=O)C1CCN(C(=O)Cc2nn(C)c(=O)c3ccccc23)CC1
-1.2	NC(N)=NN=Cc1cc(Cl)cc([N+](=O)[O-])c1O
5.0	CC(C)NS(=O)(=O)c1cccc2nonc12
-6.4&-0.7	O=C(CCc1ccccc1)C(=O)N1CCC(N2CCC(C(=O)NC3CC3)CC2)CC1
-25.0	O=C(c1cn(-c2ccccc2)nn1)N1CCC(OCc2ccccn2)CC1
0.2	CCN(CC)C(=O)C(Cc1ccccc1)N1C(=O)c2ccccc2C1=O (centres undefined)
-2.1	O=C(CSCc1ccccc1)N1N=C(c2cccs2)CC1c1cccs1 (centres undefined)
-1.8	CSCCCNC(=O)C1CCC(=O)N(Cc2cccc(C(F)(F)F)c2)C1 (centres undefined)
-5.0	CC(=O)N(CN1C(=O)c2ccc([N+](=O)[O-])cc2C1=O)c1ccc(Cl)cc1
-6.5	O=C(CCC1CCCN(Cc2cc3c(cc2Cl)OCO3)C1)Nc1ccccc1F (centres undefined)
-16.0	Cc1c(O)cccc1C(=O)NCC1CCCN(Cc2ccccn2)C1 (centres undefined)
1.1	Cc1cc(=O)[nH]c(-n2nc(C)c(CCC(=O)NCc3cc(-c4cccs4)on3)c2C)n1
24.1	O=C1OCc2ccc(CN3CCC(N4CCCC4=O)CC3)c3cccc1c23
-9.9	COc1nccnc1-c1ccc(NC(C)=O)cc1
-0.1	CN1CC2(CCN(C(=O)c3ccc4c(=O)n(C)cnc4c3)C2)OC1=O (centres undefined)
-7.7	O=C(c1cccc(Cn2cccn2)c1)N1CCCC(Nc2ccc(F)cc2)C1 (centres undefined)
-4.6	O=C(c1ccccc1)N1CCN(C(=O)c2n[nH]c(=O)c3ccccc23)CC1
-21.9	O=C(CSc1nc2c(cnn2CCO)c(=O)[nH]1)Nc1ccccc1
-1.0	Cn1ncc2c1CCCC2NC(=O)Nc1cnn(CC(=O)N2CCOC(C)(C)C2)c1 (centres undefined)
-6.0	O=C(O/C(=C1/CCCCC1N1CCOCC1)c1ccccc1)c1ccccc1 (centres undefined)
-12.0	Cc1ccc(C(=O)N2CCC3(CCNCC3)CC2)cc1O

Carrying on.
mcGAS RapidFire	canonical_smiles
-36.5	Cc1cc(=O)[nH]c(NN=Cc2cc(C)n(CC(F)(F)F)c2C)n1
9.4	Cc1cc(=O)n(-c2nc(-c3ccccc3)cs2)[nH]1
-0.2	Nc1cccc(-c2cc(NC3CCCCC3)ncn2)c1
-26.2	O=C(O)c1ccc(-c2ccn[nH]2)cc1Cl
-1.4	O=C(c1ccccc1Cl)n1c(=O)oc2cc([N+](=O)[O-])ccc21
-4.0	CCCCn1c(SCC(=O)N2CCOC3CCCCC32)nc(C)c1C (centres undefined)
1.7	CC(C)OC(=O)c1ccc(CN2CCCCC2)s1
-23.6	Cc1c(Cl)cccc1-n1nc(C)c2c(C)cc(=O)oc21
-5.9	COCCCn1c(C)c(C)n2c3c(=O)n(CCN4CCOCC4)c(=O)n(C)c3nc12
10.8	COC(=O)CN(Cc1ccccc1)C(=O)C(C)NC(=O)c1cccs1 (centres undefined)
-4.4	CC(=O)Nc1cc(S(=O)(=O)N2CCC3CCCCC32)ccc1F (centres undefined)
-3.3	Cc1cc2nc(NC3CCS(=O)(=O)C3)c3ccccc3n2n1 (centres undefined)
-5.7	O=C(OCc1ccccc1)C1=[N+]([O-])OC(C(=O)OCc2ccccc2)C1c1c[nH]c2ccccc12 (centres undefined)
-6.2	Cc1nc2ccc(CC(=O)NCc3nc(C4CCCCC4)no3)cc2[nH]1
-5.6	O=C(CCC1CCN(C(=O)C2=CCCC2)CC1)Nc1ccc(F)c(Cl)c1
-10.6	Nc1ncnc(Oc2ccc(F)cc2)c1[N+](=O)[O-]
-9.4	Cc1ccc2nc(CN(C)Cc3cnc(N4CCOCC4)nc3)[nH]c2c1
-14.2	O=C(CN1C(=O)CNC1=O)NC1CC(=O)N(Cc2cccc(F)c2)C1 (centres undefined)
-1.8	COc1cc2nc(CSCC(=O)NCC(O)c3ccccc3)[nH]c(=O)c2cc1OC (centres undefined)
-2.4	CC1CCCN(Cc2nc3sc4c(c3c(=O)[nH]2)CCC4)C1 (centres undefined)
1.6	COc1ccccc1CN(C)C(=O)CS(=O)Cc1cccc(Br)c1 (centres undefined)
-4.3	CN(c1ccc(F)c(F)c1)S(=O)(=O)c1cc(C(=O)O)ccc1Cl
8.0	CC(=O)NCCNc1nc2cc(-c3ccsc3)sc2c(=O)n1C
3.2	CC(=O)NCc1ccc(S(=O)(=O)N(Cc2ccccc2)C2CC2)s1
2.4	CS(=O)(=O)c1ccc(OCCNC(=O)Nc2ccccc2)cc1

A second format for five compounds above.
Structure | mcGAS RapidFire
Nc1cccc(-c2cc(NC3CCCCC3)ncn2)c1 | -0.2
O=C(O)c1ccc(-c2ccn[nH]2)cc1Cl | -26.2
O=C(c1ccccc1Cl)n1c(=O)oc2cc([N+](=O)[O-])ccc21 | -1.4
CCCCn1c(SCC(=O)N2CCOC3CCCCC32)nc(C)c1C (centres undefined) | -4.0
CC(C)OC(=O)c1ccc(CN2CCCCC2)s1 | 1.7

Back to the main list, starting 4 compounds before the break.
mcGAS RapidFire	canonical_smiles
-4.3	CN(c1ccc(F)c(F)c1)S(=O)(=O)c1cc(C(=O)O)ccc1Cl
8.0	CC(=O)NCCNc1nc2cc(-c3ccsc3)sc2c(=O)n1C
3.2	CC(=O)NCc1ccc(S(=O)(=O)N(Cc2ccccc2)C2CC2)s1
2.4	CS(=O)(=O)c1ccc(OCCNC(=O)Nc2ccccc2)cc1
-7.2	O=C(c1coc(CN2CCN(c3ccccc3F)CC2)n1)N1CC=CC1
-14.7	COc1ccccc1NC(=O)Nc1ccc(N2CCCC2)c(C)c1
-11.9	COc1ccc(OC)c(-c2ccc(SCC(N)=O)nn2)c1
9.2	CS(=O)(=O)N1CCCC1C(=O)N(CC1CCCO1)c1nc2c(Cl)cccc2s1 (centres undefined)
-1.0	Cc1noc(C)c1C(=O)N1CCCC(C(=O)Nc2cccc(-c3ccc(F)cc3)c2)C1 (centres undefined)
-7.0	COC(=O)c1ccc(CNC2CCCN(CC3CCCCC3)C2)cc1 (centres undefined)
-17.1	O=C(NCC1CCCCC1)c1cnc(-c2ccccc2F)s1
-13.8	Cc1c(C(C)(C)C)sc(=N)n1C
-4.1	COCCNC(=O)C1(C)CCN(Cc2ccc(C(C)C)cc2)C1 (centres undefined)
-25.6	O=C1NCC2(CCN(c3ccnc(C(=O)NCCc4ccccc4)c3)CC2)O1
-2.6	COCc1ccccc1NC(=O)Cc1ccc2c(c1)CCCC2
2.1	CC1=NNc2nc3c(c(=O)n(Cc4ccc(Cl)cc4)c(=O)n3C)n2C1C (centres undefined)
-6.9	O=C(c1cn(CCC2CCCCC2)nn1)N1CCCCC1c1nccs1 (centres undefined)
-5.4	O=C(CCC1CCCN(Cc2cccn2-c2nccs2)C1)Nc1ccccc1F (centres undefined)
-2.1	COc1ccc(N2CC(CNC(C)=O)OC2=O)cc1 (centres undefined)
-6.1	Cc1cc(N2CCOCC2)nc(Nc2ccc(NC(=O)C(C)Oc3ccccc3)cc2)n1 (centres undefined)
-13.8	CSc1ncc(CN2CCc3[nH]nc(-c4cccc(F)c4)c3C2)cn1
-9.4	Oc1ccc(Cl)cc1C1NCCCn2cccc21 (centres undefined)
1.9	Cc1cccc(NC(=O)c2cc(-c3ccco3)n(C3CCS(=O)(=O)C3)n2)c1C (centres undefined)
-12.1	c1ccc(C2CCCN2C2CCN(c3ccc4c(c3)OCO4)CC2)nc1 (centres undefined)
-8.2	CCn1ncc2c1NC(=O)CC2c1cc(OC)c(OC)c(OC)c1 (centres undefined)
-4.1	CCN(CC)C(=O)c1cc(C)cc(C)c1
-5.7	NC(=Nc1ccccc1)N1CCOCC1
5.2	CCS(=O)(=O)N1CCc2cc(C(=O)COC(=O)C3CCC(C(C)(C)C)CC3)ccc21 (centres undefined)
-5.0	CCC(C)(NC(=O)c1ccccc1)c1nc(-c2cc(C)sc2C)cs1 (centres undefined)
-4.4	CCCCCn1cc(C(=O)O)c(=O)c2cc(F)c(NC3CCCCC3)cc21
-6.3	Cc1cc(C)nc(N2CC3ON=C(c4ccc(F)cc4)C3C2)n1 (centres undefined)
5.3	O=C(O)CN1C(=O)/C(=C\c2cc(Br)ccc2OCc2ccc(Cl)cc2Cl)SC1=S
-8.1	N#CCCS(=O)(=O)c1ccccc1
